# APP 5'UTR act: activates APP 5'UTR luciferase reporter | SH-SY5Y APP 5'UTR luciferase reporter, luminescence; zero percent = DMSO vehicle wells | activation, % at 2 µM | 1% of 190,000 active | AID 1276;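 active means activation above a set limit, based on mean plus 3 SD of controls, cut at about 140% in these data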; further: values of inactives mirror those of a sister screen read the other way
# STAT1 activator: activators of IFN-gamma induced STAT1 signaling; NIH 3T3 STAT1-luciferase reporter, luminescence; 100% = IFN-gamma alone, no compound; activation (% of control), % at 5.5 µM; 2.6% of 200,000 active;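 active means activation above the screen-wide mean activation plus 3 SD, cut at about 130% in these data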;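 further: raw ratio to IFN-gamma control signal so 100% means no change and 0% no light; values of inactives mirror those of a sister screen read the other way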
# HMGR II inh: inhibitors of class II HMG-CoA reductase from Enterococcus faecalis. purified E. faecalis HMGR, NADPH absorbance 340 nm kinetic. inhibition, % at 10 µM. 0.41% of 190,000 active;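 active means inhibition above a set limit, the median over all tested compounds plus 3 SD, cut at about 9.5% in these data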;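 further: enzyme runs in reverse so mevalonate oxidation gives rising NADPH absorbance; 0% = complete reaction with DMSO and 100% = background rate lacking mevalonate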
# Hsp70 activator: Hsp70 transcriptional activation, primary screen; 0.04% of 200,000 active; activation, % at 10 µM; HeLa Hsp70 promoter luciferase reporter, luminescence; scaled: vehicle 0, proteasome-inhibitor control 100%;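 active means activation above the mean across all tested compounds plus 3 SD, cutoff set per campaign, cut at about 5.5% in these data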;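 further: 100% = MG132 at 30 µM as the positive control and 0% = DMSO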
# G6PDH CS: L. mesenteroides G6PDH inhibition counter-screen. 0.12% of 200,000 active. inhibition, % at 5 µM. Purified L. mesenteroides G6PDH, diaphorase/resazurin coupled fluorescence, 45 min; in the data active means inhibition above about 50%
# APP 5UTR inh: APP translation inhibition; SH-SY5Y APP 5'UTR-luciferase reporter, luminescence; inhibition, % at 2 µM; 0.82% of 190,000 active; AID 1285;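 active means inhibition above a set limit, derived from the sample mean plus 3 SD, cut at about 45% in these data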; further: values of inactives mirror those of a sister screen read the other way
# NF-kB expr up: raises NF-kB expression in human neuronal cells. NF-kB reporter expression; stronger effect = higher value. fold change at 12.5 µM. 1.6% of 190,000 active; in the data active means fold change above about 3.3
# Redox H2O2 prof: compounds producing H2O2 with reducing agent – biochemical, NIH compound library profiling, artefact control for MLSCN library redox annotation, primary screen | 0.03% of 200,000 active | AID 878 | DTT-dependent redox cycling H2O2, phenol red/HRP absorbance; 100% = 100 µM peroxide control, 0% = buffer | activation, % at 10 µM;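 active means activation of at least 50% relative to the plate's high and low controls in the primary single-dose screen; inactive means activation below 50%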;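 further: compound incubated with DTT at 0.8 mM final as the reducing agent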
# FLuc inh counter: Photinus pyralis luciferase inhibition counter-screen | P08659 | ATPLite firefly luciferase biochemical luminescence, 10 min | inhibition, % at 10 µM | 1.5% of 200,000 active;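 active means inhibition above about 50% when tested at 10 µM, limit read from the data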
# Target sequence (P08659 whole entry, looked up): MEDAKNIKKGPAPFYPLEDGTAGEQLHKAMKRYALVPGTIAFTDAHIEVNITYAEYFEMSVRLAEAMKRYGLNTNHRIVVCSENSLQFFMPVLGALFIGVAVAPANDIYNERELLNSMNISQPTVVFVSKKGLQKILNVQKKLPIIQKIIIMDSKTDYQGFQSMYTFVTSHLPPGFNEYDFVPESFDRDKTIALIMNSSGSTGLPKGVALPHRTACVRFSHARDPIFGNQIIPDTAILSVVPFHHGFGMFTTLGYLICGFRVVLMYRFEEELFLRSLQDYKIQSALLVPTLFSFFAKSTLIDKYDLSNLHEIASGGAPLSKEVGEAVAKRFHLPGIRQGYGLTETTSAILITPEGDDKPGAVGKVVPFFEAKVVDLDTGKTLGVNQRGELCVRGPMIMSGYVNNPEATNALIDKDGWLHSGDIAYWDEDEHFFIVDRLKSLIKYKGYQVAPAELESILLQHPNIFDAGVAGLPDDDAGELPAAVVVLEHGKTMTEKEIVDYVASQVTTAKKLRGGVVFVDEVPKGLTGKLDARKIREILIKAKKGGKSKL
# FLuc stim CS: firefly luciferase counter-screen for stimulation assays; P08659; 200,000 tested, under 10 active; activation factor at 10 µM; ATPlite luciferase biochemical, luminescence, 10 min; 0 = ATP-free wells, 1 = DMSO control;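 active means luciferase activation factor, scaled between plate controls, of at least 2 with compound at 10 µM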
#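 System: cell-free luciferase reagent; medium: PBS as buffer for the ATP substrate; doses: test compounds dosed from 2 mM stocks in 100% DMSO; incubation: 10 min, room temperature; measured by: luminescence from luciferase reaction; read-out: luciferase activation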
# * hit, by the source's call; · = no result given.
SMILES,APP 5'UTR act,STAT1 activator,HMGR II inh,Hsp70 activator,G6PDH CS,APP 5UTR inh,NF-kB expr up,Redox H2O2 prof,FLuc inh counter,FLuc stim CS
CCc1ccc(OCC(=O)NCCOc2ccccc2)cc1,25,97,-2,-0.3,5,-25,1.5,0.7,0,1
Cc1cc(NS(=O)(=O)c2ccc(NC(=O)CSc3nnc(-c4ccco4)n3C)cc2)nc(C)n1,2,93,-2,-0.4,6,-2,0.9,0.6,-8,1.1
CC(=O)c1sc(NC(=O)COc2ccccc2)nc1C,12,123,-6,-0.1,7,-12,0.97,0.3,26,0.7
CCN(CC)S(=O)(=O)c1cc(C(=O)Nc2ccc(Cl)cn2)ccc1C,183*,135*,0,-0.2,3,-183,2.8,0.2,37,0.6
CC1CC(C)CN(C(=O)CN2CCN(Cc3ccc(Cl)cc3)C2=O)C1 (configuration not stated),-1,91,-1,-0.5,0,1,1,0.1,-5,1.1
O=C(c1nn(Cc2ccccc2)c(=O)c2ccccc12)N1CCc2ccccc2C1,-4,92,1,0.0,3,4,1,0.4,1,1
CC(C)Oc1cccc(C(=O)NC(=S)Nc2ccccc2)c1,75,145*,-4,-0.1,0,-75,2.1,0.4,32,0.7
CC(C)CSc1nnc(N)s1,-3,98,-5,0.0,13,3,1.3,-17,-4,1
Clc1ccc(-c2cc3ccccc3nc2N2CCCC2)cc1,-7,91,1,-0.1,-10,7,0.97,1.9,-4,1
Clc1cccc(OCCn2cncn2)c1Cl,-18,99,2,0.0,17,18,1.1,1.0,-10,1.1
COc1ccc(NC(=O)c2sc(SCc3ccccc3)nc2N)cc1,5,108,4,-0.4,9,-5,1,1.6,-2,1
Cc1cc(C(C)(C)C)oc1C(=O)OCC(=O)NC1CCCCC1,-7,104,0,0.1,2,7,1.3,0.2,-5,1.1
O=C(CCC(=O)OCc1cccc([N+](=O)[O-])c1)Nc1ccc(F)cc1,-14,84,-4,-0.3,11,14,1.1,-0.3,-4,1
O=C(CN1C(=O)NC2(CCCCC2)C1=O)Nc1ccc(S(=O)(=O)N2CCOCC2)cc1,0,101,-1,-0.2,-10,0,1.1,-2.7,-2,1
CCOC(=O)c1[nH]c2ccc(OC)cc2c1NC(=O)c1ccc2c(c1)OCO2,-18,100,-5,0.0,3,18,0.96,-0.7,-8,1.1
c1cncc(-c2nc3ccccc3o2)c1,1,113,-3,-0.2,11,-1,1.6,-0.3,3,1
COc1ccc(CN(C)CC(=O)Nc2ccc(N3CCOCC3)cc2)cc1OC,-4,103,-10,-0.5,-16,4,1.1,0.5,-4,1
CCOc1ccc(NC(=S)N(CCc2c(C)[nH]c3ccccc23)Cc2cccnc2)cc1,-26,98,-1,-0.3,9,26,0.96,-0.6,-3,1
Oc1ccc2oc3c(c2c1/C=N/n1cnnc1)CCCC3,1,100,-4,-0.1,3,-1,0.85,3.5,-2,1
CC1(C)CC(=O)C2=C(C1)N(c1cccc(O)c1)C1=C(C2)C(=O)CC(C)(C)C1,13,99,3,-0.4,8,-13,0.95,2.4,-2,1

# Some of the entries so far, field by field:
> O=C(CN1C(=O)NC2(CCCCC2)C1=O)Nc1ccc(S(=O)(=O)N2CCOCC2)cc1
  APP 5'UTR act = 0
  STAT1 activator = 101
  HMGR II inh = -1
  Hsp70 activator = -0.2
  G6PDH CS = -10
  APP 5UTR inh = 0
  NF-kB expr up = 1.1
  Redox H2O2 prof = -2.7
  FLuc inh counter = -2
  FLuc stim CS = 1
> CCOc1ccc(NC(=S)N(CCc2c(C)[nH]c3ccccc23)Cc2cccnc2)cc1
  APP 5'UTR act = -26
  STAT1 activator = 98
  HMGR II inh = -1
  Hsp70 activator = -0.3
  G6PDH CS = 9
  APP 5UTR inh = 26
  NF-kB expr up = 0.96
  Redox H2O2 prof = -0.6
  FLuc inh counter = -3
  FLuc stim CS = 1
> COc1ccc(NC(=O)c2sc(SCc3ccccc3)nc2N)cc1
  APP 5'UTR act = 5
  STAT1 activator = 108
  HMGR II inh = 4
  Hsp70 activator = -0.4
  G6PDH CS = 9
  APP 5UTR inh = -5
  NF-kB expr up = 1
  Redox H2O2 prof = 1.6
  FLuc inh counter = -2
  FLuc stim CS = 1

# Additional entries follow:
SMILES,APP 5'UTR act,STAT1 activator,HMGR II inh,Hsp70 activator,G6PDH CS,APP 5UTR inh,NF-kB expr up,Redox H2O2 prof,FLuc inh counter,FLuc stim CS
CCOC(=O)c1c(NC(=O)Cn2c(=O)oc3ccccc32)oc(C)c1C(C)=O,-1,105,-4,-0.2,4,1,1.2,0.4,-5,1
O=C(CCc1nnc(C2CCCCC2)o1)N1CCN(Cc2ccccc2)CC1,-1,114,7,0.2,10,1,1.4,-0.6,-9,1.1
CC(C)C(=O)Nc1ccc(N2CCN(c3ccc(F)cc3)CC2)cc1,-21,104,-9,-0.3,-8,21,1.1,0.0,-6,1.1
COc1ccccc1Nc1nc(N)nc(CSc2nc(C)cc(C)n2)n1,10,101,2,-0.2,5,-10,0.84,0.3,-2,1
Cc1ccc(C2(C(F)(F)F)NC(=O)N3C(=C2C#N)Nc2ccccc23)cc1 (configuration not stated),8,102,-3,-0.4,4,-8,1.1,-0.1,-6,1.1
O=C(/C=C/c1ccc([N+](=O)[O-])cc1)NCCSCc1ccco1,7,101,0,-0.4,4,-6,1,0.0,-1,1
CC12CC(c3ccccc3O1)N(C(=O)c1ccco1)C(=S)N2c1ccccc1 (configuration not stated),-13,99,1,0.1,18,13,0.85,0.1,-9,1.1
COc1cc(C(=S)N2CCOCC2)cc(OC)c1OC(=O)c1cc([N+](=O)[O-])cc([N+](=O)[O-])c1,-14,98,-2,-0.4,2,14,0.91,2.6,-9,1.1
Cc1ccc(Nc2n[nH]c(C)c2[N+](=O)[O-])cc1,54,147*,0,-0.1,-6,-54,3.1,0.3,10,0.9
Cn1c(=O)c(Nc2ccc(Cl)cc2)c2c3c(cccc31)C(=O)c1ccccc1-2,7,104,-7,0.1,-1,-7,0.58,12,-3,1
COc1ccc(CNn2c(-c3cccs3)nc3ccccc3c2=O)cc1OC,-13,106,-4,-0.4,4,13,0.35,0.0,-3,1
COc1ccc(CCNC2=NCC(C)S2)cc1 (configuration not stated),14,96,-1,-0.2,0,-14,0.98,0.9,-8,1.1
COc1ccc(-c2c3c(=O)n(C)c(=O)n(C)c3c3nnc4ccccc4n23)cc1,-8,101,·,-0.5,·,8,·,1.0,·,·
CCn1c(=O)c(=O)[nH]c2cc(C(=O)NCC3CCCCC3)ccc21,18,99,0,-0.3,4,-18,0.98,·,0,1
CC1(NC(=O)NCc2ccco2)CCS(=O)(=O)C1 (configuration not stated),-2,102,-3,-0.2,9,2,1.1,0.2,-1,1
COc1ccc(C(=O)Nc2cccc(C(=O)NCc3ccccc3)c2)cc1,20,88,-4,-0.2,10,-20,·,-1.3,12,0.9
O=C(NN1C(=O)c2ccccc2NC1c1ccc([N+](=O)[O-])o1)c1ccc([N+](=O)[O-])cc1 (configuration not stated),-10,88,-5,-0.4,7,10,0.81,-0.2,-6,1.1
CC(=O)Nc1cccc2c1C(=O)N(c1ccc(C)cc1)C2=O,-8,108,-1,-0.1,6,8,1.6,-0.7,-8,1.1
CCOc1ccc(NC(=O)c2sc(N3CCOCC3)nc2-c2ccccc2)cc1,-8,96,-5,-0.3,-34,8,1.1,-0.2,0,1
CC1=CC(C)(C)Nc2ccc(OC(=O)CCN3C(=O)c4ccccc4C3=O)cc21,-32,91,-2,-0.3,-6,32,1,-0.3,-6,1.1
CCOC(=O)c1c(NC(=O)c2ccc(Br)o2)sc(C)c1CC,38,98,0,-0.5,-2,-12,0.87,0.1,-7,1.1
Nc1c(S(=O)(=O)c2cc(Cl)ccc2Cl)c2nc3ccccc3nc2n1CCN1CCOCC1,-8,98,-4,-0.4,8,8,0.82,0.0,-4,1
CCOC(=O)C1=C(COC(=O)C2(C)CC2(Cl)Cl)NC(=O)NC1c1ccc(OC)cc1 (configuration not stated),-2,95,-1,-0.3,11,2,0.78,0.0,-8,1.1
CCN(CC)S(=O)(=O)c1cc(C(=O)O)c(Cl)cc1Cl,-4,101,4,-0.4,-1,4,1,0.2,-3,1
O=C(NCCCO)NC12CC3CC(CC(C3)C1)C2,-14,99,-1,-0.2,1,14,1.2,0.4,0,1
O=C(c1ccccc1)N1CN2CN(C(=O)c3ccccc3)CC([N+](=O)[O-])(C2)C1,21,102,-2,-0.5,-6,-21,1,0.1,2,1
CC(=O)c1c(C)nn(CC(O)Cn2c3c(c4cc(C)ccc42)CCCC3=O)c1C (configuration not stated),1,102,-5,0.0,4,-1,1.2,0.4,-3,1
Cc1ccc(CNC(=O)COC(=O)C2CCN(S(=O)(=O)c3cccs3)CC2)cc1,16,92,-6,-0.3,16,-16,1.6,-1.8,-4,1
COc1ccc(C(C(=O)NC2CCCCC2)N(C(=O)CCl)c2ccc(C)cc2)cc1 (configuration not stated),-6,91,-4,-0.3,7,6,1.2,-0.2,-6,1.1
O=C(COC(=O)/C=C/c1ccc(OC(F)F)cc1)NCc1cccs1,16,90,-7,-0.4,13,-16,1,0.6,-1,1
O=c1c(=NNc2ccccc2Cl)c(=O)c2ccccc12,154*,102,-1,-0.2,7,-154,0.93,-4.3,80*,0.2
Cc1cc2cc(CNC(=S)NC3CCCCC3)ccc2n1C,-2,100,3,-0.1,1,2,1.1,-0.7,-9,1.1
CCC1(C(=O)c2ccccc2)C(c2cccc([N+](=O)[O-])c2)C1(C(=O)OC)C(=O)OC (configuration not stated),-17,97,-7,-0.4,3,17,0.48,0.2,-6,1.1
O=C(CN1CCC(NC(=O)C2CCCCC2)CC1)NCc1ccco1,-3,108,-1,-0.1,0,3,0.97,-0.1,-2,1
COC(c1ccccc1)c1nnc(CCC(=O)N(C)C(C2CC2)C2CC2)o1 (configuration not stated),44,131*,-6,0.0,8,-44,2.6,-1.3,-5,1
CCCNC(=S)Nc1ccc(Br)cc1,24,87,-8,-0.3,1,-24,1.2,2.5,0,1
Cc1ccc(C(=O)N/C(=C/c2ccco2)C(=O)O)cc1,-13,93,-3,-0.2,-7,13,1,0.5,-2,1
Cn1c(=O)n(C)c2cc(/C=C3/SC(=O)N(CC(=O)N4CCOCC4)C3=O)ccc21,9,103,2,-0.3,-9,-10,1.3,-0.1,-3,1
FC(F)(F)c1cccc(Oc2nc(-c3ccccc3)nnc2C(F)(F)F)c1,16,104,-6,-0.1,1,-16,0.91,1.2,2,1
COc1ccc(-n2cc(-c3ccccc3)c3c(N4CCN(CCO)CC4)ncnc32)cc1,-3,105,-9,-0.3,-5,3,0.82,1.3,-4,1
COc1ccc(OCC(=O)N2CCN(C(=O)COc3ccccc3)CC2)cc1,29,98,1,0.2,4,-29,1.1,0.2,-6,1.1
CC(=O)NCC(=O)N1CCCC(C(=O)c2ccc(Oc3ccccc3)cc2)C1 (configuration not stated),8,105,-3,0.2,13,-8,1.5,-1.3,5,1
CN(C)CCCNc1ccc(-c2nn(C)c(=O)c3ccccc23)cc1[N+](=O)[O-],11,96,4,0.2,0,-11,1.3,-0.2,2,1
CC(C)[C@H](NC(=O)Nc1ccc(Oc2ccccc2)cc1)C(=O)O,4,101,0,0.0,2,-4,1,3.9,5,0.9
Cc1ccc(NC(=S)N(Cc2ccc(Cl)cc2)Cc2ccc(C(=O)O)cc2)cc1Cl,-11,96,-6,-0.2,4,11,1.1,-1.0,-2,1
Cc1ccc(N(CC(=O)Nc2ccc(C)cn2)S(=O)(=O)c2c(C)nn(C)c2C)cc1,0,98,-2,-0.1,1,0,1,-1.2,-5,1.1
Cc1ccccc1N1C(=O)CC(N(O)c2ccccc2)C1=O (configuration not stated),49,103,2,-0.1,3,-48,1.4,-0.5,-5,1.1

# Compounds were not picked by outcome, and some 5.3% of all compounds hit somewhere here.
